AMA1-RON2 inh = disrupts binding of P. falciparum AMA1 to RON2 | AID 720542 | AlphaScreen AMA1-biotinylated RON2 peptide binding | Potency, µM (titrated, usually from 58.2 µM), inactives show at the highest dose activity change, negative = inhibition, hits mostly inhibitors | 0.2% of 360,000 active;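 further: potency means the concentration at half of the fitted maximal effect; 0% = vehicle wells and -100% = peptide control; nearly all actives have a fitted effect of over 45% in size; some results filed as inactive show a strong effect at the top dose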
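AMA1 (3D7) with his tag at 25 nM final met compounds first, then biotinylated RON2 peptide at 25 nM; detection used donor plus acceptor beads, 10 µg/mL apiece, read by AlphaScreen after 30 min at room temperature.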
Sm TGR inh = S. mansoni TGR enzyme inhibition. Q962Y6. 3% of 360,000 active. AID 485364. Potency, µM (titrated, usually from 114 µM), for the others: top-dose activity change, negative = inhibition, usual class: inhibitors. purified TGR, DTNB reduction, TNB absorbance 405 nm; further: potency means the concentration at half of the fitted maximal effect; nearly all actives have a fitted effect of over 60% in size
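Kinetic colorimetric format: TGR-catalysed, NADPH-driven DTNB reduction monitored via TNB absorbance. Enzyme dispensed at 20 nM; compound exposure 15 min at room temperature before reaction start.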
AmpC detergent = AmpC beta-lactamase inhibition with detergent present; AmpC hydrolysis of nitrocefin, absorbance 480 nm, 0.01% Triton; AID 485294; Potency, µM (top dose mostly 114 µM), inactives show top-dose activity change, negative = inhibition, actives largely listed as inhibitors; P00811; 0.041% of 370,000 active;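 further: potency means the concentration at half of the fitted maximal effect; 0% = no-compound wells and -100% = no-enzyme wells; nearly all actives have a fitted effect of over 25% in size; some results filed as inactive show a strong effect at the top dose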
Target sequence (P00811 whole entry, looked up): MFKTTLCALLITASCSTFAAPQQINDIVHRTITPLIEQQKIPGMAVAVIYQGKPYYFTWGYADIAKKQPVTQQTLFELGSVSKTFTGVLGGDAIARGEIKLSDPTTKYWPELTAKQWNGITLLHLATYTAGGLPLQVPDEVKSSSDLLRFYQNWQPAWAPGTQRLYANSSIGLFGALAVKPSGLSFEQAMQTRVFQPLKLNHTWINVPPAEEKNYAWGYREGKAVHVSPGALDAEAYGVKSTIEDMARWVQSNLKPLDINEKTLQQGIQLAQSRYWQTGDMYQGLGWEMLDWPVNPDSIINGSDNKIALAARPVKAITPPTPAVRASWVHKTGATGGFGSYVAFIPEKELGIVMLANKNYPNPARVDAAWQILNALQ
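AmpC (5.3 nM in the dispensed reagent) in 20 mM phosphate pH 7.0 with 0.01% (detergent screen) or 0.0001% Triton X-100 was preincubated with compounds for 15 min at room temperature. Nitrocefin was then added from an 800 uM solution, and hydrolysis was followed at 480 nm.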
FBPA Giardia inh = blocks Giardia fructose-bisphosphate aldolase activity; 0.71% of 290,000 active; purified Giardia FBPA; Potency, µM (highest dose often 59.6 µM), for the others: at the top dose activity, negative = inhibition, hits mostly inhibitors; A8B2U2; further: potency means the concentration at half of the fitted maximal effect; nearly all actives have a fitted effect of over 55% in size
Target sequence (A8B2U2 whole entry, looked up): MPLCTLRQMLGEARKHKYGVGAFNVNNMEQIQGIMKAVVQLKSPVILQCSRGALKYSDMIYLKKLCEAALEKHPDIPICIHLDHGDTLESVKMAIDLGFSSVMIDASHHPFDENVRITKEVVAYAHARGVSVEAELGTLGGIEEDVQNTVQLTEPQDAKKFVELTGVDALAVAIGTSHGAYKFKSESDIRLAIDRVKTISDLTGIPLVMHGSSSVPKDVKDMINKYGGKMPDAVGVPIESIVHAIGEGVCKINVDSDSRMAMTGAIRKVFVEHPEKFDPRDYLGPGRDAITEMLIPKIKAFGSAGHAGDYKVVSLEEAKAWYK
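Giardia FBPA (40 nM reagent) was preincubated 10 min at RT with compound (up to 57.5 uM final), then substrate plus GAPDH/TPI/NAD/arsenate coupling system with diaphorase/resazurin was added; resorufin fluorescence (525/598 nm) was read after 20 min.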
HCMV antiviral = blocks human cytomegalovirus replication. HFF cells, HCMV-luciferase reporter, 72 h; stronger effect = lower value. activity change, negative = inhibition, % at 57.5 µM. 4.5% of 410,000 active; in the data active means activity change below about -60%; inconclusive means no clear call, values can overlap the other calls; inactive means above about -39%
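Screen run at 2 compound doses on HFFs infected with reporter HCMV, MOI 1 PFU/cell. Luciferase activity from cell lysates at 72 h post infection gave inhibition relative to buffer-only and Salinomycin wells.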
AmpC inh no detg = blocks E. coli AmpC beta-lactamase in detergent-free assay; AID 485341; P00811; 0.52% of 330,000 active; AmpC nitrocefin hydrolysis, absorbance 480 nm, 0.0001% Triton; Potency, µM (series often up to 57.1 µM), for the others: at the highest dose activity change, negative = inhibition, hits mostly inhibitors;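 further: potency means the concentration at half of the fitted maximal effect; plate controls were no compound for no effect and no enzyme for full effect; nearly all actives have a fitted effect of over 20% in size; some results filed as inactive show a strong effect at the top dose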
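20 mM phosphate pH 7.0 + 0.01% (detergent screen) or 0.0001% Triton X-100; 5.3 nM AmpC reagent; cpd preinc 15 min RT; nitrocefin (800 uM stock) to start; A480 q20 s × 4 min; Activity was normalised to no-enzyme and no-compound control wells.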
An asterisk follows results filed as active; ? = inconclusive; . = not tested or not shown; & = joins results of further samples; [ ] = remark or other dose. Unless noted, the call rests on the fitted dose curve; in most records, active means well fitted curve in the direction sought with a large enough effect; inconclusive means small, poorly fitted or top-dose-only effect, or another doubt; inactive means no such curve, though single readings can be large; an effect the other way counts as inactive or inconclusive. Unless noted, on the % scale 0 is the no-effect control and ±100 the full control effect.

Below each SMILES: AMA1-RON2 inh | Sm TGR inh | AmpC detergent | FBPA Giardia inh | HCMV antiviral | AmpC inh no detg
#1 COc1ccc(-c2nc3sc(CCNC(=O)C(=O)Nc4ccccc4C#N)c(C)n3n2)cc1
→ . | 15% | 1% | . | -5 | .
#2 COc1ccc(CC(=O)N2CCc3cc(OC)c(OC)cc3C2)cc1
→ -1% | 2% | 3% | 3% | -5 | 1%
#3 COc1cc(C(=O)NCC(c2cccs2)N(C)C)cc(Cl)c1OC(C)C (centres undefined)
→ -1% | -2% | 3% | 7% | -61* | 62%[activator]
#4 CCCCN(C)C(=O)c1nc2ccccn2c1CN(C)Cc1csc(C)n1
→ 16% | -2% | 3% | 1% | -11 | 19%
#5 COc1ccc(N(C)S(=O)(=O)c2cccc(C(=O)Nc3nc4ccccc4[nH]3)c2)cc1
→ 144%[activator] | -9% | -11% | -2% | ? | -42%
#6 CCc1cccc(NC(c2ccccc2)c2nnc(-c3ccccc3F)o2)c1 (centres undefined)
→ . | 2% | -2% | . | 37 | .
#7 CCC1=Nc2cc(C(=O)NCCN3CCCC3)ccc2Sc2ccc(C)cc21
→ -4% | 12% | 4% | -3% | -27 | 120%[activator]
#8 COCCn1c(C)cc(C(=O)COC(=O)c2c(C)nn(Cc3ccccc3)c2C)c1C
→ 64%[activator] | -22% | ? | -2% | -14 | 139%[activator]
#9 CC1=N/C(=C\c2ccc([N+](=O)[O-])cc2)C(=O)N1c1ccc(Br)c(C)c1
→ 31%[activator] | 8% | -12% | -4% | 8 | -48%
#10 CCCCN1C(=O)C(=O)c2cc(Cl)ccc21
→ -21% | . | . | . | -39 | -18%
#11 COc1cc(-c2nnc(SCCOc3cc(C)cc(C)c3)o2)cc(OC)c1OC
→ . | 35µM* | 21% | . | 0 | .
#12 CCCC/C(O)=C1\C(=O)CC(C)(C)CC1=Nc1ccc(OC)cc1
→ -4% | 6% | -14% | 10% | -18 | 2%
#13 CN(C)c1ccc(C(O)Cc2nc3ccccc3n2C)cc1 (centres undefined)
→ -10% | 7% | -11% | -25% | 8 | -16%
#14 Cc1cc(C)c(C2C(C#N)=C(N)Oc3n[nH]c(C)c32)cc1CN1CCCC1 (centres undefined)
→ 2% | -20% | -14% | -9% | -8 | -25%
#15 CCC(CC)C(=O)NCCc1cc2cc(C)c(C)cc2[nH]c1=O
→ -5% | 5% | ? | -1% | 0 | -50%
#16 COc1ccc(/C=N/OCc2nc3c4c(ncn3n2)Oc2ccc3ccccc3c2C4c2ccccc2)cc1 (centres undefined)
→ -14% | 5% | 4% | 3% | 22 | -8%
#17 COCCn1cc(C(=O)NCCCN2CCC(C)CC2)c2c3ccccc3n(C)c2c1=O
→ -11% | -22% | ? | -11% | 12 | 59%
#18 CCOC(=O)N1CCN(C(=O)c2ccc(Cl)c(S(=O)(=O)N3CCCC3)c2)CC1
→ -21% | -36% | 1% | . | 9 | 42%
#19 Cn1c2ccc(F)cc2c2ncn(Cc3ccccn3)c(=O)c21
→ 11% | 13% | 5% | 0% | ? | 26%
#20 Cc1cc(S(=O)(=O)Nc2ccc(F)cc2)c(C)s1
→ 13% | 10% | 2% | -14% | -18 | -17%
#21 O=C(COc1ccccc1F)NCc1nc2ccccc2[nH]1
→ -23% | 8% | 4% | -1% | 4 | -21%
#22 O=c1[nH]c2ccsc2c(=O)n1-c1ccc(F)c(Cl)c1
→ -8% | 14% | ? | -2% | -21 | -15%
#23 CCOC(=O)CN1C(=O)C(=O)N(Cc2c(Cl)cccc2Cl)C1=O
→ -6% | 16% | 14% | 4% | 2 | 1%
#24 O=C(Nc1ccccc1N1CCCC1)c1cccc(S(=O)(=O)N2CCOCC2)c1
→ -11% | -16% | -17% | . | 8 | 12%
#25 O=C(CCl)Nc1cn(-c2ccccc2)nc1-c1ccc(F)cc1
→ 16% | 32µM* | -5% | -3% | -72* | -10%
#26 COc1cccc(CNC(=O)CCS(=O)(=O)c2ccccc2Cl)c1
→ 19% | -1% | -3% | . | 91 | -10%
#27 Cc1cccc(NC(=O)COc2ccc3oc4c(c3c2)CCCC4)n1
→ -11% | 13% | -11% | 0% | -11 | 42%
#28 CCOC(=O)c1ccc(NC(=O)c2cnn3c(=O)c4c(n(CC)c23)CCN(Cc2ccc(OC)cc2)C4)cc1
→ . | 6% | -2% | . | 11 | .
#29 O=C1NC[C@H](CC2CCCCC2)N(CC2CCCCC2)C1=O
→ 4% | -5% | ? | . | 11 | -1%
#30 COc1ccc(N2CC(NC(=O)C3CC3)CC2=O)cc1OC (centres undefined)
→ . | 5% | 5% | . | -33 | .
#31 O=C(Nc1nc2n(n1)C(c1ccccc1)C=C(c1ccccc1)N2)c1ccco1 (centres undefined)
→ 96%[activator] | 1.8µM* | -12% | 2% | -2 | -36%
#32 O=C(CN1CCN(S(=O)(=O)c2ccc(Cl)cc2)CC1)Nc1ccc(F)cc1F
→ 7% | 8% | -8% | 3% | . | 85%[activator]
#33 COc1cccc(-c2nn(C)c3sc(C(=O)NCc4ccccn4)cc23)c1
→ -11% | -3% | -2% | -2% | 106 | 104%[activator]
#34 CCCOC1(NC(=O)c2ccccc2)C(C)=CC(=O)C=C1C
→ 7% | 22µM* | ? | -5% | 10 | -5%
#35 Cn1ccnc1C(=O)c1cccc(Br)c1
→ ? | 9% | -13% | -7% | 2 | -23%
#36 CCN(CC)C(=O)N1CCC(NC(=O)c2ccc(C(C)(C)C)cc2)CC1
→ -5% | 3% | ? | 0% | -31 | 117%[activator]
#37 CC(=O)N1CCOc2ccc(S(=O)(=O)Nc3ncccc3C)cc21
→ -10% | -4% | -14% | 9% | 16 | -5%
#38 O=C(Nc1ccc(Cl)cc1Cl)c1ccc(-c2ccccc2)cc1
→ -21% | -6% | -6% | 2% | -10 | -31%
#39 Clc1ccccc1-c1nnn(Cc2ccc(-c3nn[nH]n3)cc2)n1
→ 0% | -2% | -10% | ? | -36 | -31%
#40 CC(C)c1ccc(NC(=O)CC2NCCNC2=O)cc1 (centres undefined)
→ . | 9% | 0% | . | 56 | .
#41 CCOCCCNCc1ccc(OCC(=O)N2CCOCC2)c(OC)c1
→ -6% | -2% | -2% | 1% | 10 | -8%
#42 O=C(Cn1cc([N+](=O)[O-])cn1)N1N=C(C(F)F)CC1(O)C(F)F (centres undefined)
→ 3% | -21% | -8% | -3% | 2 | -6%
#43 Cc1cc(=O)c2c(C)nn(-c3ccccc3)c2[nH]1
→ -9% | -18% | 2% | 1% | 32 | -6%
#44 COc1ccc(NC(=O)CSCC(=O)Nc2ccc(S(=O)(=O)N3CCCCC3)cc2)cc1
→ -15% | 5% | 2% | 4% | 4 | ?
#45 Cc1cc(C)c(Cn2c3ccccc3c3cnn(CC(=O)N4CCCCC4)c(=O)c32)c(C)c1
→ . | -11% | -8% | . | 13 | .
#46 Cn1c(=O)c(N)c2c3c(c(Br)ccc31)C(=O)c1ccccc1-2
→ -1% | 13µM* | 12% | -7% | -22 | -18%
#47 Cn1nnnc1SCC(=O)NC1CCCCC1
→ -7% | 0% | 2% | 2% | -22 | ?
#48 COCC(=O)N(C)CC1CCCN(CCc2ccccc2OC)C1 (centres undefined)
→ 7% | 1% | -7% | 3% | 22 | -7%
#49 O=C(NCC1(N2CCCCC2)CCCCC1)c1cccc(NS(=O)(=O)c2ccccc2)c1
→ 2% | -1% | -4% | . | -17 | -14%
#50 CCOc1nc(-c2ccccc2Cl)ccc1C#N
→ 64%[activator] | 8% | 1% | 2% | 4 | -20%
#51 Cc1cc(C)cc(OCC(=O)NCC2(N3CCOCC3)CCCCC2)c1
→ . | 2% | 12% | . | -15 | .
#52 Cc1noc(C)c1C(=O)Nc1sc(C)c(C)c1C#N
→ 17% | -6% | -11% | 0% | 73 | -17%
#53 COc1ccccc1N1CCN(C(=O)c2cccc(N3C(=O)C4C5C=CC(C5)C4C3=O)c2)CC1 (centres undefined)
→ -11% | -6% | -15% | 5% | -20 | 23%
#54 Cn1c(=O)[nH]c2ncn(C)c2c1=O
→ -16% | . | . | -2%&-3% | ? | .
#55 COc1ccc(NC(=O)N2CCN(C(=O)C3CCCO3)CC2)cc1 (centres undefined)
→ -12% | -2% | 6% | -1% | 6 | -5%
#56 CCN(C(=O)CN(C)Cc1cccc(Cl)c1Cl)c1c(N)n(Cc2ccccc2)c(=O)[nH]c1=O
→ 9% | 4% | 4% | 1% | 14 | 112%[activator]
#57 COc1cc(NC(=O)c2ccc3c(SCC(=O)O)c4c(nc3c2)CCCC4)cc(OC)c1OC
→ 8% | 1% | 12% | ? | 107 | -41%
#58 Cc1cc2[nH]c(=S)[nH]c2cc1C
→ 8% | -10% | -10% | -24% | 52 | -24%
#59 CCCCN(C(=O)CCC(=O)Nc1cc(C)on1)C(C(=O)NC(C)(C)CC)c1cccc(OC)c1OC (centres undefined)
→ -5% | 8% | 9% | -4% | -17 | 99%[activator]
#60 O=C1c2ccccc2C(=O)N1CCSc1nnc(-c2ccco2)n1Cc1ccccc1
→ -9% | -4%[11.4 µM] | -15% | 8% | 0 | 41%

Continued:
Below each SMILES: AMA1-RON2 inh | Sm TGR inh | AmpC detergent | FBPA Giardia inh | HCMV antiviral | AmpC inh no detg
#61 CCCCN(CC)CCNC(=O)c1cc2c(=O)oc3ccc(C)cc3c2s1
→ . | -7% | -6% | . | 5 | .
#62 CCC(C)Nc1nc(N)c([N+](=O)[O-])c(NCc2ccccc2)n1 (centres undefined)
→ -5% | -6% | 0% | 3% | -26 | -47%
#63 Cc1cc(SCC(=O)N2CCCC2)nc2ccccc12
→ 26% | 1% | -9% | 3% | -24 | -4%
#64 O=S(=O)(NCC(c1ccco1)N1CCOCC1)c1cc(F)ccc1F (centres undefined)
→ . | -10% | -9% | . | 11 | .
#65 Cc1ccc2c(c1)nnn2C1CCN(C(=O)NC23CC4CC(CC(C4)C2)C3)CC1
→ . | 3% | 2% | 3% | . | -2%
#66 COc1cc(C)nc(NCc2ccccc2)n1
→ -10% | -2% | 3% | 1% | -16 | -15%
#67 Cc1ccc2cc(CN(Cc3ccco3)C(=O)NCc3ccccc3)c(=O)[nH]c2c1C
→ -5% | 4% | ? | 6% | -11 | -5%
#68 CSc1nc2c(c(=O)[nH]1)C(c1ccccc1)C1=C(CC(C)(C)CC1=O)N2 (centres undefined)
→ 2% | -1% | 4% | 6% | ? | -7%
#69 CCCCOC(=O)n1c(=O)oc2ccccc21
→ 7% | 5% | -7% | 0% | -101* | -23%
#70 Cn1cc(S(=O)(=O)NCc2ccc3c(c2)OCO3)c(C(F)(F)F)n1
→ -9% | -14% | -8% | . | 1 | -12%
#71 Cc1cc(C)n2nc(NCc3ccccc3Cl)nc2n1
→ . | 13% | 16% | . | -8 | .

Compound profiles, from the list above:
Shown for COc1cccc(CNC(=O)CCS(=O)(=O)c2ccccc2Cl)c1 → AMA1-RON2 inh: 19%; Sm TGR inh: -1%; AmpC detergent: -3%; FBPA Giardia inh: .; HCMV antiviral: 91; AmpC inh no detg: -10%
Shown for CC(C)c1ccc(NC(=O)CC2NCCNC2=O)cc1 (centres undefined) → AMA1-RON2 inh: .; Sm TGR inh: 9%; AmpC detergent: 0%; FBPA Giardia inh: .; HCMV antiviral: 56; AmpC inh no detg: .
